Source: PubChem (National Center for Advancing Translational Sciences (NCATS))
SW480 rerep: A quantitative high throughput screen for small molecules that induce DNA re-replication in SW480 colon adenocarcinoma cells; SW480 DNA re-replication, Hoechst DNA content imaging, 48 h; Potency, µM (titrated, usually from 46.1 µM), for the others: at the highest dose re-replication activation, most hits filed as activators; 340,000 compounds, 1.8% hits; AID 624297, 2012; further: potency means the concentration at half of the fitted maximal effect; % of control where 0% means no effect; nearly all actives have a fitted effect of over 55% in size
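Image-based DNA-content assay: after two days of treatment, nuclei were labelled with the DNA dye Hoechst and imaged, and hits were compounds raising the count of nuclei showing high fluorescence intensity.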
MCF10A rereplic: A quantitative high throughput screen for small molecules that induce DNA re-replication in MCF 10a normal breast cells. MCF 10A DNA re-replication, Hoechst nuclear intensity, 48 h. Potency, µM (top dose mostly 46.1 µM), for inactives: at the top dose activity, positive = re-replication, usual class: activators. 350,000 compounds, 2.9% hits; further: potency means the concentration at half of the fitted maximal effect; % of control where 0% means no effect; nearly all actives have a fitted effect of over 50% in size
KB-V1 cytotox: qHTS assay for MDR1-selective chemotherapeutics: Primary screen using the drug-selected MDR subline cells KB-V1 | KB-V1 MDR cells viability, CellTiter-Glo, 72 h | Potency, µM (top dose mostly 46.1 µM), without a hit: at the highest dose activity change, negative = cytotoxicity, actives largely listed as cytotoxic | 400,000 compounds, 3.4% hits; further: potency means the concentration at half of the fitted maximal effect; on the % scale 0 is the no-effect control and ±100 the full control effect; nearly all actives have a fitted effect of over 60% in size
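KB-V1 cells (P-gp-expressing MDR subline of KB-3-1) in phenol-red-free DMEM with 10% FBS were exposed to library compounds over a concentration series for 72 h at 37 degrees C. Viability read by CellTiter-Glo luminescence; concentration-effect curves fitted after normalization.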
HT1080 IDH1KD tx: qHTS for induction of synthetic lethality in tumor cells producing 2HG: qHTS for the HT-1080-IDH1KD cell line | 360,000 compounds, 2% hits | AID 686971, 2013 | HT-1080 IDH1 knockdown viability, ATP luminescence, 48 h | Potency, µM (series often up to 46.1 µM), inactives show top-dose activity, negative = toxicity, most hits filed as cytotoxic;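 further: potency means the concentration at half of the fitted maximal effect; 0% = DMSO wells and -100% = cell-free medium wells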
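Luminescent ATP read-out (CellTiter-Glo, 10 min at room temperature) after 48 h compound exposure at 37 °C gave viability of IDH1-knockdown HT-1080 cells. Activity was normalised to DMSO and cell-free wells, then fitted as concentration-response curves.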
HT1080NT lethal: qHTS for induction of synthetic lethality in tumor cells producing 2HG: qHTS for the HT-1080-NT fibrosarcoma cell line; HT-1080-NT fibrosarcoma viability, CellTiter-Glo ATP luminescence, 48 h; Potency, µM (titrated, usually from 46.1 µM), for inactives: at the highest dose activity, negative = less viability, hits mostly cytotoxic; 360,000 compounds, 1.6% hits; AID 686970, 2013;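 further: NT is the 2HG producing partner of a matched IDH1 knockdown line; potency means the concentration at half of the fitted maximal effect; 0% = DMSO-treated cells and -100% = media-only wells without cells; nearly all actives have a fitted effect of over 55% in size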
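Toxicity toward the 2HG-producing NT line was scored as %Activity, normalised to DMSO and no-cell wells, from CellTiter-Glo luminescence after 48 hours' treatment.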
GLP1R cytotox: qHTS of GLP-1 Receptor Inverse Agonists: Cytotox Screen. 410,000 compounds, 0.13% hits. AID 624418, 2012. Potency, µM (doses to about 38.3 µM), inactives show at the top dose activity change, negative = inhibition, actives largely listed as inhibitors. HEK293 cAMP-luciferase reporter cells, luminescence, 24 h;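 further: loss of luciferase light is scored as toxicity; potency means the concentration at half of the fitted maximal effect; on the % scale 0 is the no-effect control and ±100 the full control effect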
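Compound-treated cells are incubated 24 hr at 37 deg C under 5% CO2 after a 12 hour attachment period, then luciferase detection reagent is added and luminescence is measured following 12 min at room temperature; lowered signal indicates toxicity.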
DRD3 agonist: qHTS of D3 Dopamine Receptor Agonist: qHTS | D(3) dopamine receptor (Homo sapiens), P35462 | D3R DiscoveRx beta-arrestin cells, luminescence, 90 min | max activation, % | 410,000 compounds, 0.58% hits; in the data active means max activation above about 30%; further: 0% is about no effect; mostly tested at two doses, the higher about 12 µM
Target sequence (P35462 whole entry, looked up): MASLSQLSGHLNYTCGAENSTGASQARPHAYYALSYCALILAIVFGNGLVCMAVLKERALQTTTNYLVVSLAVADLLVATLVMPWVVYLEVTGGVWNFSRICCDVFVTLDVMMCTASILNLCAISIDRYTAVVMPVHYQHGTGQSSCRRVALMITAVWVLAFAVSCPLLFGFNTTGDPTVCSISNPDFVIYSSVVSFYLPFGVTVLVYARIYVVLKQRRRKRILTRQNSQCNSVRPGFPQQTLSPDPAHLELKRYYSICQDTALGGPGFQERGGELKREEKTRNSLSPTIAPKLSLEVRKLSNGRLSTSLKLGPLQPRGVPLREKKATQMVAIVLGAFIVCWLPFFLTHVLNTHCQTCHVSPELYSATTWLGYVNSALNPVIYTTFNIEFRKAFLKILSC
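Cells at 1500/well, incubated overnight, then treated with pinned compounds (dopamine as control) for 90 min at 37 degrees C. DiscoveRx reagent added for 30 - 60 minutes at room temperature; luminescence read.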
KB-3-1 cytotox: qHTS assay for MDR1-selective chemotherapeutics: Primary screen using the parental adenocarcinoma cell KB-3-1. KB-3-1 viability, CellTiter-Glo ATP luminescence, 72 h. Potency, µM (series often up to 46.1 µM), for the others: at the highest dose activity change, negative = cytotoxic, hits mostly cytotoxic. 400,000 compounds, 1.4% hits; further: potency means the concentration at half of the fitted maximal effect; on the % scale 0 is the no-effect control and ±100 the full control effect; nearly all actives have a fitted effect of over 60% in size
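Parental KB-3-1 adenocarcinoma cells in phenol-red-free DMEM with 10% FBS were pin-treated with compounds at several concentrations, incubated 72 h at 37 °C, and viability read by CellTiter-Glo luminescence; concentration-effect curves were fitted after normalization.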
IL-1B inflam inh: qHTS for Inhibitors of Inflammasome Signaling: IL-1-beta AlphaLISA Primary Screen. THP-1 LPS/ATP IL-1B secretion, AlphaLISA, 16 h; stronger effect = lower value. activity change, % at 57.5 µM. 360,000 compounds, 4.7% hits. AID 743279, 2014; in the data active means activity change below about -50%; inconclusive means mostly about -30% to -49%; further: on the % scale 0 is the no-effect control and ±100 the full control effect
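THP-1 cells pretreated 1 hr with compounds (up to 57.5 uM final), then stimulated with LPS (250 ng/mL final) plus ATP (1.25 mM final); secreted IL-1B measured by AlphaLISA after 16 hr, decreased signal indicating inhibition.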
An asterisk follows results filed as active; ? = inconclusive; nt = no result given; & = joins results of further samples; [ ] = remark or other dose. Unless noted, the call rests on the fitted dose curve; in most records, active means well fitted curve in the direction sought with a large enough effect; inconclusive means small, poorly fitted or top-dose-only effect, or another doubt; inactive means no such curve, though single readings can be large; an effect the other way counts as inactive or inconclusive. Rows are unselected; any-hit rate near 11%.

SMILES | SW480 rerep | MCF10A rereplic | KB-V1 cytotox | HT1080 IDH1KD tx | HT1080NT lethal | GLP1R cytotox | DRD3 agonist | KB-3-1 cytotox | IL-1B inflam inh
C/C(=N\NC(=O)COc1cccc(C)c1)c1ccc2ccccc2c1O | 23µM* | 13µM* | -19% | ? | 21µM* | 1% | 11 | ? | 72
O=C(NCc1ccc(N2CCCC2=O)cc1)NC1CCCCC1 | -3% | 0% | -17% | 4%[9.24 µM] | 12% | 3% | 8 | 7% | 16
CCCn1c2ccccc2c2cnn(CC(=O)NCCCN3CCCCC3CC)c(=O)c21 (stereo not drawn) | 24% | ? | -2% | ? | ? | ? | -9&-13 | -6% | -1
O=C(Nc1ccc(S(=O)(=O)N2CCC(c3nc4ccccc4s3)CC2)cc1)c1ccccc1 | nt | nt | 16% | nt | nt | -14% | -7 | 1% | nt
O=C(OCc1ccc([N+](=O)[O-])cc1)c1ccc2ccccc2n1 | -5% | 7% | -20% | 8% | 15% | ? | 3 | 6% | 25
Cc1ccccc1NC(=O)CSc1ccc(-c2ccco2)nn1 | -4% | -6% | 0% | 5% | 8% | 8% | -3 | 2% | 22
Cc1cc(NC(=O)COc2ccccc2C)ccc1NC(=O)c1cccs1 | -4% | 14% | ? | -4% | -12% | -15% | -3 | -5% | -62*
CCn1c(SCc2nc(N)nc(N3CCCCC3)n2)nc2c1c(=O)n(C)c(=O)n2C | -3% | 4% | -24% | 14% | 23% | 2% | 3 | -4% | 17
CCOC(=O)c1c(C)[nH]c(C(=O)OCC(=O)NCc2ccc(OC)c(OC)c2)c1C | 19% | 23% | 21µM* | ? | -29% | 9% | 1 | ? | 5
CS(=O)(=O)N1CCN(c2ccc(NC(=O)c3ccc([N+](=O)[O-])o3)cc2)CC1 | -78%[inhibitor] | 2.1µM* | 18µM* | ? | ? | ? | -1 | -9% | -97*
Cc1ccc(Nc2nnc(SCC(=O)NC3CCCc4ccccc43)s2)cc1 (stereo not drawn) | 4% | -3% | -7% | 1% | -12% | 4% | -9 | -2% | -8
COc1ccc(NC(=O)CSc2cn[nH]n2)c(OC)c1 | -2% | -9% | ? | 13% | 0% | 13% | 2 | ? | -9
CC(C)NC(=O)C1(C)CN(S(C)(=O)=O)CC(=O)N1CC(F)(F)F (stereo not drawn) | nt | nt | -3% | -11% | 4% | -7% | 0 | -3% | -13
O=C(NCCCO)C(=O)NCC(c1ccc2c(c1)OCO2)N1CCN(c2ccc(F)cc2)CC1 (stereo not drawn) | -23% | 5% | 0% | 14% | 9% | 0% | -1 | 11% | 24
COc1ccc(C2=NN(C(=O)CSc3nnc(C)n3C)C(c3ccco3)C2)cc1 (stereo not drawn) | -90%[inhibitor] | 10% | 2% | 0% | -3% | -8% | 0 | -3% | -3

Entries of single compounds as entered above:
Entry for CCCn1c2ccccc2c2cnn(CC(=O)NCCCN3CCCCC3CC)c(=O)c21 (stereo not drawn) : SW480 rerep: 24%; MCF10A rereplic: ?; KB-V1 cytotox: -2%; HT1080 IDH1KD tx: ?; HT1080NT lethal: ?; GLP1R cytotox: ?; DRD3 agonist: -9&-13; KB-3-1 cytotox: -6%; IL-1B inflam inh: -1
Entry for O=C(OCc1ccc([N+](=O)[O-])cc1)c1ccc2ccccc2n1 : SW480 rerep: -5%; MCF10A rereplic: 7%; KB-V1 cytotox: -20%; HT1080 IDH1KD tx: 8%; HT1080NT lethal: 15%; GLP1R cytotox: ?; DRD3 agonist: 3; KB-3-1 cytotox: 6%; IL-1B inflam inh: 25

(more compounds)
SMILES | SW480 rerep | MCF10A rereplic | KB-V1 cytotox | HT1080 IDH1KD tx | HT1080NT lethal | GLP1R cytotox | DRD3 agonist | KB-3-1 cytotox | IL-1B inflam inh
Cc1ccc(C(=O)NC(=S)Nc2ccccc2C(F)(F)F)cc1C | -11% | ? | -3% | -22% | -9% | ? | -1 | 3% | -5
CC(=O)c1ccc(S(=O)(=O)NC2CC(=O)N(c3ccc(Cl)cc3)C2)cc1 (stereo not drawn) | -10% | 5% | -21% | 0% | -7% | -1% | -1 | -10% | 7
Cc1cc(=O)oc(C)c1C(=O)Nc1ccc2nsnc2c1 | -8% | -4% | -7% | -1% | -2% | -12% | 1 | 20% | 16
Nc1nc(NCC2CCCO2)nc(Nc2ccccc2)c1[N+](=O)[O-] (stereo not drawn) | 1% | 3% | 10µM* | -8% | 1% | -15% | 3 | -1% | -9
Cc1c(NS(=O)(=O)c2ccc(NCCN3CCOCC3)c([N+](=O)[O-])c2)c(=O)n(-c2ccccc2)n1C | -38%[inhibitor] | 13% | ? | -1% | 0% | 2% | 2 | 5% | 19
CCOC(=O)CC(NC(=O)c1ccco1)c1ccccc1Cl (stereo not drawn) | -1% | 3% | -12% | 1% | -3% | 44%[activator] | -6 | 16% | -26
O=C1Nc2ccccc2N(O)N1c1ccc(S(=O)(=O)N2CCOCC2)cc1 | -4% | 2% | ? | 7% | 12% | 6% | -4 | 12% | 15
O=C(N/N=C/c1ccncc1)c1nc(-c2ccccc2)n2c1CCCCC2 | 0% | 3% | 25% | -5% | 2% | -2% | 4 | 6% | ?
CSC(=S)NN=C(C)c1cccc(C)n1 | 0.37µM* | ? | ? | ? | -26% | ? | -2 | ? | ?
COc1ccc(C/C(C)=N/Nc2nc(C)cc(=O)[nH]2)cc1 | -7% | 1% | 3% | 14% | 0% | -20% | 6 | -3% | -11
CCc1ccc(C2CC(c3ccc(C)cc3)n3nc(N)nc3N2)cc1 (stereo not drawn) | 2% | 2% | 41% | -3% | -2% | 4% | 4 | 4% | -9
Cn1c(CNc2ccc(Cl)cc2)nnc1SCC#N | -1% | -3% | 2% | 1% | 4% | 5% | 0 | 3% | 22
[N-]=C=C1C(=S)NC(=O)[C@H]([n+]2ccccc2)[C@H]1c1ccc(Cl)cc1 | 0% | 0% | 10% | 26% | 11% | -1% | 8 | -6% | 7
Cc1ccc(-n2nnnc2SCC(N)=O)c(C)c1 | -8% | -1% | 5% | -1% | 6% | 5% | -1 | 10% | -3
CC1=C(C(=O)OC2CCCCC2)C(c2cccnc2)n2ncnc2N1 (stereo not drawn) | -9% | -1% | ? | 1% | 5% | ? | -11 | 3% | 7
CCC(C)(CN(C)C)OC(=O)c1ccccc1 (stereo not drawn) | -29% | -39%[inhibitor] | 5% | 1% | 13% | 1% | 11&0 | 0% | 12
Clc1ccc(OCCCN2CCCCC2)c(Br)c1 | 22% | ? | -20% | -11% | -15% | -13% | -10 | -8% | -8
CC(C)CN1C(=O)C(=O)N(CC(=O)NCCCc2ccccc2)C1=O | nt | nt | 4% | 7% | -7% | 11% | -6 | 0% | 13
CN(CC(=O)Nc1cccc(S(=O)(=O)NC2=NCCC2)c1)Cc1cccc(F)c1 | 4% | -7% | 10% | 2% | 7% | 5% | 2 | -12% | -13
Cc1ccc(C(=O)Nc2sc3c(c2C#N)CCCCC3)cc1C | -11% | 4% | 16% | 16% | 4% | -1% | 2 | -4% | ?
COc1cccc(NC(=O)CSc2nnc(NC(=O)C3CC3)s2)c1 | -1% | -15% | 10% | -21% | -18% | 6% | 0 | 3% | 2
CCOc1cc(C2CC(=O)Nc3c2c(=O)nc(SCc2cccc(Cl)c2)n3C)ccc1O (stereo not drawn) | nt | nt | ? | nt | nt | 5% | 2 | 0% | nt
Cc1nc2nc(NC(=O)c3ccc(C(C)(C)C)cc3)[nH]n2c(=O)c1Cc1ccccc1 | nt | nt | 11% | nt | nt | -5% | -13 | 2% | nt
CCOC(=O)C1=C(O)C(=O)N(c2ccc(S(N)(=O)=O)cc2)C1c1ccc(OC)cc1 (stereo not drawn) | -9% | -8% | 15% | 12% | 1% | 6% | -11 | 11% | -4
Cc1ccc(Cl)cc1NC(=O)CSC(N)=O | -4% | 6% | 19% | 1% | -13% | -6% | -1 | 5% | -4
O=C1[C@H]2[C@@H](c3ccc(F)cc3)N3C(=O)N(c4ccccc4)C(=O)[C@@]3(Cc3ccc(Cl)cc3)[C@H]2C(=O)N1C1CCCCC1 | 2% | 20% | -4% | 11% | 2% | 18% | -25 | -9% | -14
O=[N+]([O-])c1cccc2c(N3CCOCC3)ccnc12 | -20% | 11% | 4% | -14% | ? | -4% | 5 | -2% | 0
CN(C)S(=O)(=O)c1ccc(C(=O)OCC2CC2(Cl)Cl)cc1 (stereo not drawn) | 10% | 10% | 0% | -6% | 5% | 3% | -4 | -6% | 23
Cc1onc(-c2ccccc2Cl)c1C(=O)N1CCN(c2ccccc2)CC1 | 19% | -18% | 21µM* | -13% | -3% | 5% | -7 | -8% | -13
CCCN(CCC)S(=O)(=O)c1ccc(NS(C)(=O)=O)cc1 | -3% | -8% | -12% | 9% | 2% | 4% | 0 | 7% | 4
O=c1c2ccccc2nc(-c2ccco2)n1/N=C/c1ccccc1O | -1% | 18% | -15% | -19% | -27% | -24% | -3 | -25% | -16
Cc1cc(C(=O)NC(C)C2CCCO2)c(C)o1 (stereo not drawn) | -9% | -1% | 1% | 0% | 16% | 1% | 2 | -1% | -5
COc1ccc2nc(NC(=O)c3nc(SCc4ccc(F)cc4)ncc3Cl)sc2c1 | nt | nt | -23% | nt | nt | -5% | 0 | 8% | nt
